LGR2 antag: inhibitors of bursicon-induced Drosophila LGR2 receptor cAMP signaling; HEK293 LGR2, CRE-luciferase, bursicon-stimulated, 4 h; inhibition, % at 9.99 µM; 380,000 tested, 0.35% active; AID 720647;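 active = drop in luminescence signal, shown as inhibition above about 50% in the replicate tests, limit read from the data, passing the limit was not always enough; inconclusive = probably only some replicates passing the limit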;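 note: agonist challenge used bursicon conditioned medium at about half maximal strength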
CASP6 VEID inh: caspase-6 (human) enzyme inhibition | purified caspase-6, Z-VEID-R110 cleavage fluorescence | P55212 | inhibition, % at 12.5 µM | 350,000 tested, 0.53% active;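 active = mean inhibition across replicates at least about 35%, with every replicate also reaching that limit, limit read from the data; inconclusive = only one of the two criteria met; inactive = neither criterion met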;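 note: 0% = median of neutral control wells and 100% = no fluorescence left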
Target sequence (P55212 24-179 limits assumed): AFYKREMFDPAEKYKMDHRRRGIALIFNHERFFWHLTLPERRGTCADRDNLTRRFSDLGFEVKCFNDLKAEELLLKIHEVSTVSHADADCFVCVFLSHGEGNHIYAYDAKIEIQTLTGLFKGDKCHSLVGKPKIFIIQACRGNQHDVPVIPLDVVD
Target sequence (P55212 194-293 limits assumed): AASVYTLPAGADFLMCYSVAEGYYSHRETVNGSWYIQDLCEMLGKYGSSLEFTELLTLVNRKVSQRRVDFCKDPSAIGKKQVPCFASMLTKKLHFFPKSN
SIRT5 inh: blocks human SIRT5 desuccinylation of peptide. Purified SirT5, succinyl-peptide AMC, trypsin-coupled fluorescence. 330,000 tested, 1.1% active. inhibition, % at 15 µM. AID 652115; in the data active = inhibition above about 15%; inconclusive = no clear call, values can overlap the other calls
Target sequence (Q9NXA8 whole entry, looked up): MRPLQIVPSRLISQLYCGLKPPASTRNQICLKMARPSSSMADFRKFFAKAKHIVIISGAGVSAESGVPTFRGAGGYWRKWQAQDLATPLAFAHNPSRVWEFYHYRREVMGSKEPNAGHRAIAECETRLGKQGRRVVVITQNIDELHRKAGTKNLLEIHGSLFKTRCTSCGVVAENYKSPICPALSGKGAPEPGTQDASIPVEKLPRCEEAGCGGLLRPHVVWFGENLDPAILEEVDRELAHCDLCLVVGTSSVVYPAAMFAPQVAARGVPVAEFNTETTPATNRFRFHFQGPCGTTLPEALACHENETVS
S100A4 MyoIIA: inhibitors of human S100A4 binding to myosin IIA peptide; P26447; S100A4/TAMRA-MyoIIA peptide fluorescence polarization; inhibition, % at 10.7 µM; 360,000 tested, 0.14% active; AID 652163;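 active = mean inhibition of at least 70% across replicates, with every replicate also reaching that level; inconclusive = mean inhibition reaches 70% but some replicates fall short; inactive = mean inhibition below 70%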
Target sequence (P26447 whole entry, looked up): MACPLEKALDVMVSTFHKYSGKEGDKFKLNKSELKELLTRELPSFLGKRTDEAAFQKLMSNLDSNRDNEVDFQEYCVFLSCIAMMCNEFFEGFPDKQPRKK
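incubation = readout 5 min after mixing, signal stable up to 60 min | system = S100A4 monomer protein | buffer or medium = HEPES pH 7.2 with CaCl2, KCl, NaCl, DTT, Triton | benchmarks = neutral control DMSO, positive control TFP | also added = fluorescent myosin IIA peptide, 5 nM | compound dosing = one concentration per compound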
esBAF inh: SWI/SNF esBAF complex inhibition. mouse ES cells, Bmi1-luciferase knock-in reporter, 24 h; 100% = twice the neutral-well signal. reporter increase, % at 12.5 µM. 350,000 tested, 2% active; in the data active = activation above about 40%; inconclusive = no clear call, values can overlap the other calls;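 note: 0% = median of the plate's neutral control wells and 100% = double that signal; a rise in the Bmi1 reporter signal indicates esBAF inhibition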
Statin myotox sup: protects C2C12 myotubes from simvastatin toxicity. ATP luminescence, 48 h; scaled: DMSO 0, geranylgeraniol control 100. rescue of ATP level, % at 7.49 µM. 330,000 tested, 0.78% active. AID 602340;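 active = mean ATP rescue above about 67%, or every replicate alone reaching that limit, limit read from the data, passing the limit was not always enough; inconclusive = no clear call, values can overlap the other calls; inactive = mean under the limit and some replicate under it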;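 note: myotubes were challenged with 10 µM simvastatin during compound exposure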
FN deposit inh: fibronectin deposition inhibition. AH1F fibroblasts, Alexa488-fibronectin deposition fluorescence, overnight. inhibition, % at 12.6 µM. 350,000 tested, 0.086% active. AID 743247;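 active = mean inhibition across replicates of 30% or more, regardless of how many single replicates reach that level; inconclusive = mean under 30% yet at least half of replicates reach 30%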;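 note: positive control wells lacked labelled fibronectin entirely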
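Material: AH1F fibroblast monolayer depositing Alexa488-labelled fibronectin into matrix / Amount: 10000 AH1F cells per well / Signal: fluorescence 485/525 nm / Medium: DMEM, 2% serum / Compound: single dose, pinned / Incubation: 1 h cell adhesion before compound, then overnight fibronectin incubation / Reagent: Alexa488-FN, 24 nM final / Read-out: inhibition of fibronectin deposition signal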
Numbers without * were called inactive; ? = inconclusive; . = not tested or not shown. Some of the compounds tested; the hit share may differ from the screen's.

Order of values – LGR2 antag, CASP6 VEID inh, SIRT5 inh, S100A4 MyoIIA, esBAF inh, Statin myotox sup, FN deposit inh
CC1CCN(C(=O)c2ccc(NC(=O)CC3SC(N4CCCC4)=NC3=O)cc2)CC1 (configuration not stated)
    0, 0, 10, 2, -8, 2, 2
COc1ccc(C(=O)OCC(=O)c2c[nH]c3ccccc23)cc1OC
    -3, 3, -1, 3, 52*, 19, 3
O=C(CNC(=O)/C=C/c1ccccc1)N=Nc1c(O)n(Cc2ccccc2)c2ccccc12
    -18, 2, -2, 4, ., ., 4
CCOC(=O)C1=C(CN2CCc3ccccc32)NC(=O)NC1c1cc(C)ccc1C (configuration not stated)
    6, ., ., ., 2, 22, 10
Cc1cccc(-c2noc(CCC(=O)N3CCN(c4cc(C)ccc4C)CC3)n2)c1
    -49, 1, 0, -22, 63*, -7, 2
CCCc1cc(=O)oc2cc(OCC(=O)Nc3ccccn3)ccc12
    -41, -2, -5, -3, 17, 15, -7
C=CCNc1nc(C(F)(F)F)nc2c1nnn2Cc1ccccc1Cl
    -7, -9, -3, -11, -6, 19, -4
CCc1ccc(C(C)NC(=S)NCc2ccc(F)cc2)cc1 (configuration not stated)
    1, 0, 1, -7, -4, -10, -4
Cc1oc(-c2ccccc2F)nc1CN1CCC(C(=O)NCCC2=CCCCC2)CC1
    ., ., ., ., 2, -7, 3
COCCN(C(=S)Nc1cccc(C)c1)C(C)c1cccs1 (configuration not stated)
    -3, -2, 2, 3, ., ., -1
COc1cc(CCC(=O)OCC(=O)NCCc2ccc(S(N)(=O)=O)cc2)cc(OC)c1OC
    -4, -2, -3, 3, 4, -1, -10
O=C(Nc1ccc2c(c1)OCO2)c1cccc2c1C(=O)N(C1CCCCC1)C2
    4, 3, -5, -5, ., ., 3
Cc1ccsc1C(=O)OCC(=O)NC1CCCC1
    -13, 4, 0, -8, ?, 14, -1
Cn1c(C(=O)c2ccccc2)nc2ccccc21
    -13, -7, -4, 5, 11, 0, -2
Cc1noc(C)c1S(=O)(=O)Nc1ccc2c(c1)C(=O)N([C@H](C)CO)C[C@H](C)[C@H](CN(C)C(=O)Nc1ccc(C(F)(F)F)cc1)OCCCC[C@H](C)O2
    -6, -2, 4, -44, -1, ., .
COc1ccc(CN2C(=NC(=O)CCC3CCCC3)SC3CS(=O)(=O)CC32)cc1 (configuration not stated)
    -5, 2, -2, -1, 7, 10, -5
CC(C)Cc1ccc(C(C)C(=O)Nc2ccc(O)cc2)cc1 (configuration not stated)
    4, -1, 0, 6, 2, ., -3
CCCC(=O)NC(Nc1cccc(C(F)(F)F)c1)C(Cl)(Cl)Cl (configuration not stated)
    12, ., ., ., 1, -4, .
CN(C)S(=O)(=O)N1CCN(C(=O)c2ccccc2)CC1
    -14, ., ., ., -10, -5, 1
Cc1cccc(C(=O)N2[C@@H](C(C)C)COc3cc(Br)ccc3S2(=O)=O)c1
    14, 0, -1, -11, -4, 16, .
CNC[C@H]1OCCCC[C@H](C)Oc2ccc(NC(=O)Nc3cccc4ccccc34)cc2C(=O)N([C@H](C)CO)C[C@@H]1C
    -29, ., 5, ., 6, -14, .
C[C@H](CO)N1C[C@H](C)[C@H](CN(C)S(=O)(=O)c2cccs2)Oc2ccc(NC(=O)Cc3cn(C)c4ccccc34)cc2CC1=O
    13, -2, 9, 23, 5, -28, 1
Nc1c(C(=O)Nc2ccc3c(c2)OCCO3)nnn1Cc1ccc(Br)cc1
    -84, 2, -5, 18, 126*, 1, -9
COc1ccc([N+](=O)[O-])cc1N1C(=O)c2cccnc2C1=O
    -9, 2, 2, -2, -10, 8, -7
CC(=O)Nc1ccc(S(=O)(=O)NCCc2c[nH]c3ccc(C)cc23)cc1
    -9, -2, 0, 5, -9, -5, 5
O=c1[nH]c(SCc2cccc(Cl)c2)nc2[nH]ncc12
    -6, -1, -6, 4, ., ., .
O=C(C[C@H]1C[C@@H]2c3cc(NC(=O)c4cccnc4)ccc3O[C@@H]2[C@@H](CO)O1)NCc1cccnc1
    -6, -2, 3, -12, -1, -3, -2
CSc1ncccc1C(=O)N1CCCC(C(=O)c2ccc3ccccc3c2)C1 (configuration not stated)
    ., 1, -1, -4, -1, 0, 7
COC(=O)c1c(NC(=O)CN2C(=O)NC3(CCC(C(C)(C)C)CC3)C2=O)sc2c1CCCCC2 (configuration not stated)
    -4, 0, 0, -2, ., ., 17
CCOC(=O)N1CCN(C(=O)c2cc3c(s2)-c2ccc(Cl)cc2S(=O)(=O)C3)CC1
    1, 1, -6, -1, ., ., 0

Sorted by the number under SIRT5 inh (largest number first): 3 from the list above
smiles,LGR2 antag,CASP6 VEID inh,SIRT5 inh,S100A4 MyoIIA,esBAF inh
O=C(C[C@H]1C[C@@H]2c3cc(NC(=O)c4cccnc4)ccc3O[C@@H]2[C@@H](CO)O1)NCc1cccnc1,-6,-2,3,-12,-1
CCc1ccc(C(C)NC(=S)NCc2ccc(F)cc2)cc1 (configuration not stated),1,0,1,-7,-4
O=C(CNC(=O)/C=C/c1ccccc1)N=Nc1c(O)n(Cc2ccccc2)c2ccccc12,-18,2,-2,4,.

More compounds.
Order of values – LGR2 antag, CASP6 VEID inh, SIRT5 inh, S100A4 MyoIIA, esBAF inh, Statin myotox sup, FN deposit inh
COc1cccc(C(=O)N=c2sc3c(C)ccc(OC)c3n2C)c1
    -115, -1, 0, 2, 48*, -18, -8
O=C(Cc1cccnc1)N1CC2(C1)[C@@H](c1ccccc1)[C@@H](CO)N2C(=O)C1CCCC1
    -15, 1, -5, 4, ., ., -3
O=C(C1=C[C@H](c2ccc3c(c2)OCO3)C[C@H](OCc2ccc(CO)cc2)O1)N1CCCCC1
    ., 2, 3, 5, ., ., .
CN(C(=O)c1cc(COc2ccc(F)cc2Cl)on1)C1CCCc2ccccc21 (configuration not stated)
    -1, 2, 2, 0, 0, 1, -4
O=C(c1ccc(F)cc1)N1C[C@@H]2N[C@H](C1)C2c1ccc(-c2cncnc2)cc1 (some centres not stated)
    7, 3, -2, 4, ., ., -7
COC(=O)C[C@H]1CC[C@H](NS(=O)(=O)c2ccccc2F)[C@H](CO)O1
    -9, 2, 1, 3, 2, 1, .
Cc1ccc(C(=O)Nc2ccncc2)cc1S(=O)(=O)N1CCOCC1
    1, -2, -4, 4, -7, -11, .
Fc1ccc(NC(=S)NC2CC3CCCC(C2)N3Cc2cccs2)cc1 (configuration not stated)
    16, -2, 1, 0, -7, -9, 4
Cc1ccc(S(=O)(=O)Nc2ccc3c(c2)C(=O)N([C@@H](C)CO)C[C@H](C)[C@@H](CN(C)Cc2ccc(Oc4ccccc4)cc2)O3)cc1
    18, ., ., ., 6, 11, .
Cc1cc(C)c(O)c(-c2cc(C(=O)NCCc3ccc(S(N)(=O)=O)cc3)[nH]n2)c1
    6, 1, -4, -7, 0, -13, 8
CCOc1ccc(CCNC(=O)C2CCN(S(=O)(=O)N3CC(C)CC(C)C3)CC2)cc1OCC (configuration not stated)
    6, -1, -4, -6, 3, 6, 12
COc1ccccc1NC(=O)N[C@@H]1CC[C@H](CC(=O)NCc2ccc(Cl)c(Cl)c2)O[C@H]1CO
    -7, 4, -3, -2, 4, 10, 1
Nc1nc(N)c2cc([N+](=O)[O-])ccc2n1
    -10, 1, 1, 7, -4, -2, 1
CN(Cc1ccccc1OCCO)CC1CCCN(CCc2ccc(Cl)cc2)C1 (configuration not stated)
    ., -22, 5, -26, 0, -6, 2
Cc1cc(Cl)ccc1Oc1nc(-c2ccccc2)ncc1S(C)(=O)=O
    13, ., ., ., -6, -51, .
Cc1ccc(C)c(NC(=O)CSc2n[nH]c(-c3ccncc3)n2)c1
    -12, ., ., ., -6, 11, .
Cn1c(-c2ccccc2)cc2onc(-c3ccccc3)c2c1=O
    94*, -1, ., 0, -69, -9, -12
COC(=O)[C@]12C[C@H](CC(=O)NCc3ccccc3)C(=O)N(Cc3ccccc3)C1=C[C@H](C(C)C)O[C@@H]2C1CC1
    2, 0, ., 2, ., ., -9
COCC(=O)N(C[C@H]1N[C@H](CO)[C@H]1c1ccc(C2=CCCCC2)cc1)C(C)C
    -1, 1, 2, 8, 4, -23, -4
CN(C(=O)[C@H]1O[C@@H](n2cnc3c(=O)[nH]c(N)nc32)[C@H](O)[C@@H]1O)C1CCCCC1
    16, 6, -2, 3, ., ., 6
S=c1[nH]cc(-c2ccccc2)[nH]1
    -13, 0, -8, -4, 19, 6, 13
COc1ccccc1COCC(O)CNCCc1ccc(C(F)(F)F)cc1 (configuration not stated)
    -6, -5, -2, -2, -2, -2, 4
COc1ccc(CCNC(=O)c2ccnc(C(C)(C)C)c2)cc1OC
    -6, 4, ., 3, ., ., 2
C[C@H](CO)N1C[C@H](C)[C@@H](CN(C)C(=O)Nc2cccc3ccccc23)Oc2ccc(NC(=O)Nc3ccccc3)cc2CC1=O
    5, 2, 2, -2, 2, 24, .
COc1ccc(NC(=O)Nc2ccc3c(c2)CC(=O)N([C@H](C)CO)C[C@@H](C)[C@@H](CN(C)C(=O)NC(C)C)O3)cc1
    17, 2, 5, 10, 5, -26, .
CCOc1ccc(Cc2nnc(SCC(N)=O)n2C)cc1
    2, ., ., ., 1, 9, -4

One compound at a time (already shown).
COc1ccc([N+](=O)[O-])cc1N1C(=O)c2cccnc2C1=O is listed with LGR2 antag = -9; CASP6 VEID inh = 2; SIRT5 inh = 2; S100A4 MyoIIA = -2; esBAF inh = -10; Statin myotox sup = 8; FN deposit inh = -7
CC1CCN(C(=O)c2ccc(NC(=O)CC3SC(N4CCCC4)=NC3=O)cc2)CC1 (configuration not stated) is listed with LGR2 antag = 0; CASP6 VEID inh = 0; SIRT5 inh = 10; S100A4 MyoIIA = 2; esBAF inh = -8; Statin myotox sup = 2; FN deposit inh = 2

Part of the list above, in markdown.
| molecule | LGR2 antag | CASP6 VEID inh | SIRT5 inh | S100A4 MyoIIA | esBAF inh | Statin myotox sup | FN deposit inh |
| --- | --- | --- | --- | --- | --- | --- | --- |
| COCCN(C(=S)Nc1cccc(C)c1)C(C)c1cccs1 (configuration not stated) | -3 | -2 | 2 | 3 | . | . | -1 |
| O=C(C1=C[C@H](c2ccc3c(c2)OCO3)C[C@H](OCc2ccc(CO)cc2)O1)N1CCCCC1 | . | 2 | 3 | 5 | . | . | . |

Screens deposited in PubChem BioAssay by Broad Institute.
